# Bioassay records deposited in PubChem by Broad Institute.
# TcdB GH inh = blocks C. difficile toxin B glycohydrolase activity; actives 0.24% (n = 350,000); AID 652162; inhibition, % at 9.99 µM; TcdB glycohydrolase enzymatic assay, plate reader; in the data active = inhibition above about 10%
# Starred values were filed as active, the others as inactive. A portion of the library, so the mix of outcomes need not match the whole.
cpd	SMILES	TcdB GH inh
1	C[C@H]1CN([C@@H](C)CO)C(=O)c2cccc(NS(=O)(=O)c3ccc(F)cc3)c2O[C@H]1CN(C)CC1CC1	-0.9
2	O=C(NCC[C@@H]1CC[C@@H](NS(=O)(=O)c2ccc(F)cc2)[C@@H](CO)O1)Nc1ccc(F)cc1	-0.5
3	COc1ccc(NC(=O)Nc2ccc3c(c2)CC(=O)N([C@@H](C)CO)C[C@@H](C)[C@@H](CN(C)S(=O)(=O)c2ccc(F)cc2)O3)cc1	-0.2
4	Cc1cc(C(=O)Nc2ccc3c(c2)C(=O)N(C)[C@H]2CC[C@H](CC(=O)NC4CCCC4)O[C@H]2CO3)no1	-1.7
5	CC(=O)N(C)C[C@@H]1Oc2cc(C#CCC3CCCC3)ccc2S(=O)(=O)N([C@@H](C)CO)C[C@@H]1C	1.6
6	C[C@@H]1CN([C@@H](C)CO)C(=O)Cc2cc(NC(=O)Nc3ccc4c(c3)OCO4)ccc2O[C@@H]1CN(C)C(=O)Nc1ccc(C(F)(F)F)cc1	0.1
7	CO[C@H]1CN(C)C(=O)c2ccc(NC(=O)NC(C)C)cc2OC[C@@H](C)N(C(=O)C2CCC2)C[C@H]1C	0.4
8	C[C@H](O)C#Cc1cnc2c(c1)C(=O)N([C@H](C)CO)C[C@H](C)[C@@H](CN(C)C(=O)CN1CCOCC1)O2	0.5
9	C[C@@H]1CN([C@H](C)CO)C(=O)c2cc(NC(=O)Nc3ccccc3)ccc2O[C@H]1CN(C)Cc1ccc(-c2ccccc2)cc1	1.3
10	C[C@@H]1CN([C@@H](C)CO)C(=O)c2cc(C#Cc3ccccc3)cnc2O[C@H]1CN(C)Cc1ccccn1	-1.5
11	COc1ccc(NC(=O)N(C)C[C@H]2Oc3ccc(NC(=O)Nc4cccc5ccccc45)cc3C(=O)N([C@H](C)CO)C[C@@H]2C)cc1	0.7
12	CCO[C@@H]1OC(C(=O)N2CCCC2)=C[C@H](c2ccc3c(c2)OCO3)[C@H]1CCCO	0.2

# Reprinted from the part before: five entries, then new ones.
cpd	SMILES	TcdB GH inh
8	C[C@H](O)C#Cc1cnc2c(c1)C(=O)N([C@H](C)CO)C[C@H](C)[C@@H](CN(C)C(=O)CN1CCOCC1)O2	0.5
9	C[C@@H]1CN([C@H](C)CO)C(=O)c2cc(NC(=O)Nc3ccccc3)ccc2O[C@H]1CN(C)Cc1ccc(-c2ccccc2)cc1	1.3
10	C[C@@H]1CN([C@@H](C)CO)C(=O)c2cc(C#Cc3ccccc3)cnc2O[C@H]1CN(C)Cc1ccccn1	-1.5
11	COc1ccc(NC(=O)N(C)C[C@H]2Oc3ccc(NC(=O)Nc4cccc5ccccc45)cc3C(=O)N([C@H](C)CO)C[C@@H]2C)cc1	0.7
12	CCO[C@@H]1OC(C(=O)N2CCCC2)=C[C@H](c2ccc3c(c2)OCO3)[C@H]1CCCO	0.2
13	COc1cccc(-c2ccc([C@H]3[C@@H](CO)N4C(=O)CN(C(=O)C5CCOCC5)C[C@H]34)cc2)c1	-1.8
14	COc1ccc(CN(C)C[C@H]2Oc3c(NC(=O)c4nc5ccccc5s4)cccc3C(=O)N([C@H](C)CO)C[C@@H]2C)cc1	1.1
15	CO[C@H]1CC[C@H]2CCN(C)C(=O)C[C@H](c3ccccc3)CN(C)C(=O)c3cccc(C#N)c3OC[C@@H]1O2	1.8
16	C[C@H]1CN([C@@H](C)CO)C(=O)c2cc(NC(=O)NC3CCCCC3)ccc2O[C@H]1CN(C)Cc1ccc(C(F)(F)F)cc1	0.1
17	Cc1noc(C)c1NC(=O)Nc1ccc2c(c1)C(=O)N([C@@H](C)CO)C[C@@H](C)[C@@H](CN(C)Cc1ccc(C(=O)O)cc1)O2	0.7
18	CN1c2ccc(Br)cc2[C@@H]2[C@@H](CCN2C(=O)C2CCCC2)[C@H]1CO	0.8
19	O=C(O)C[C@H]1C[C@@H]2c3cc(NC(=O)C4CCC4)ccc3O[C@@H]2[C@H](CO)O1	-1.1
20	CCNC(=O)[C@@H]1[C@@H](CO)[C@@H]2Cn3c(ccc(C4=CCCCC4)c3=O)[C@H]1N2Cc1cocn1	-0.5
21	C[C@@H]1CN([C@@H](C)CO)C(=O)Cc2cc(NC(=O)NC3CCCCC3)ccc2O[C@@H]1CN(C)Cc1ccncc1	-0.7
22	C[C@H]1CN([C@@H](C)CO)C(=O)c2cc(NS(C)(=O)=O)ccc2O[C@H]1CN(C)Cc1ccccc1	0.9
23	O=C(NCC(F)(F)F)[C@@H]1c2ccccc2C(=O)N(CC23CC4CC(CC(C4)C2)C3)[C@H]1c1ccc(CO)cc1	-0.3
24	COc1ccc2c3c(n(C)c2c1)[C@@H](CO)N(C)CC31CN(S(=O)(=O)c2cccc(C)c2)C1	1.4
25	C[C@@H]1CCCCO[C@@H](CN(C)Cc2ccc3c(c2)OCO3)[C@H](C)CN([C@@H](C)CO)C(=O)c2cc(NC(=O)CCCN(C)C)ccc2O1	0.5
26	C[C@H](CO)N1C[C@H](C)[C@H](CN(C)C(=O)Nc2ccc(C(F)(F)F)cc2)Oc2c(NC(=O)C3CCOCC3)cccc2C1=O	-0.6
27	C[C@@H]1CN([C@@H](C)CO)C(=O)c2cc(NC(=O)c3ccncc3)ccc2O[C@@H](C)CCCCO[C@H]1CN(C)C(=O)Cc1ccccc1	-0.3
28	C[C@H]1CN([C@@H](C)CO)C(=O)Cc2cc(NC(=O)Nc3ccc(C(F)(F)F)cc3)ccc2O[C@@H]1CN(C)Cc1ccc(-c2ccccc2)cc1	-3.4
29	CO[C@@H]1CN(C)C(=O)c2cc(NC(=O)Nc3cc(F)ccc3F)ccc2OC[C@@H](C)NC[C@H]1C	0.3
30	CC(C)NC(=O)N(C)C[C@H]1OCCCC[C@H](C)Oc2ccc(NS(=O)(=O)c3ccc(F)cc3)cc2C(=O)N([C@@H](C)CO)C[C@@H]1C	1.8
31	COc1cccc(NC(=O)N2CC3(C2)[C@@H](c2ccccc2)[C@@H](CO)N3C(=O)C2CC2)c1	-0.8
32	CC(C)CC#Cc1ccc2c(c1)O[C@H](CN(C)C(=O)c1cccnc1)[C@H](C)CN([C@@H](C)CO)S2(=O)=O	-0.1
33	Cc1ccc(S(=O)(=O)Nc2ccc3c(c2)C(=O)N([C@H](C)CO)C[C@@H](C)[C@@H](CN(C)S(=O)(=O)c2c(C)noc2C)O3)cc1	1.2
34	Cc1noc(C)c1S(=O)(=O)Nc1ccc2c(c1)C(=O)N([C@H](C)CO)C[C@H](C)[C@@H](CN(C)Cc1ccc(Cl)c(Cl)c1)OCCCC[C@@H](C)O2	-0.3
35	CO[C@@H]1CN(C)C(=O)c2cc(NC(=O)c3cc(C)on3)ccc2OC[C@@H](C)N(C(C)=O)C[C@@H]1C	0.3
36	O=C(Nc1ccc2c(c1)[C@@H]1C[C@@H](CC(=O)N3CCOCC3)O[C@H](CO)[C@@H]1O2)C1CCOCC1	-0.2
37	O=C(N[C@H]1CC[C@H](CCNS(=O)(=O)Cc2ccccc2)O[C@@H]1CO)c1ccccc1F	-2.9
38	CCCN(C)C[C@H]1OCCCC[C@@H](C)Oc2ccc(NS(=O)(=O)c3ccccc3)cc2C(=O)N([C@H](C)CO)C[C@H]1C	0.0
39	C[C@@H]1CN([C@H](C)CO)C(=O)c2cc(NC(=O)CCC(F)(F)F)ccc2O[C@@H](C)CCCCO[C@H]1CN(C)Cc1ccc(C(F)(F)F)cc1	-0.2
40	COCC#Cc1ccc2c(c1)O[C@H](CN(C)S(C)(=O)=O)[C@@H](C)CN([C@@H](C)CO)S2(=O)=O	-0.9
41	O=C(Nc1ccccc1)N1CCCCN2[C@H](CO)[C@H](c3ccc(C#CC4CC4)cc3)[C@H]2C1	-1.2
42	COc1cccc(-c2cnc3c(c2)C(=O)N([C@@H](C)CO)C[C@@H](C)[C@H](CN(C)C(=O)CC2CC2)O3)c1	1.4
43	C[C@@H]1CCCCO[C@H](CN(C)C(=O)Nc2ccccc2)[C@H](C)CN([C@H](C)CO)C(=O)c2cc(NC(=O)Nc3ccccc3)ccc2O1	-1.4
44	COCC#Cc1ccc([C@@H]2[C@H]3CN(C(=O)c4ccncc4)CC(=O)N3[C@H]2CO)cc1	-4.6
45	C[C@@H]1CN([C@H](C)CO)C(=O)Cc2cc(NC(=O)Nc3ccccc3)ccc2O[C@H]1CN(C)C(=O)Nc1ccccc1	0.4
46	C[C@H](NC(=O)C[C@@H]1CC[C@H]2[C@@H](COC[C@H](O)CN2C(=O)Nc2ccccc2)O1)c1ccccc1	-0.6
47	COc1ccc(CN(C)C[C@@H]2Oc3ccc(NS(=O)(=O)c4ccc(Cl)cc4)cc3CC(=O)N([C@H](C)CO)C[C@@H]2C)cc1	0.3
48	C[C@H](CO)N1C[C@H](C)[C@H](CN(C)S(=O)(=O)c2cccs2)Oc2ccc(NC(=O)Nc3ccc(F)cc3)cc2C1=O	0.8
49	CO[C@@H]1CN(C)C(=O)c2ccc(NC(C)=O)cc2OC[C@H](C)N(C(=O)C2CCOCC2)C[C@@H]1C	0.2
50	CO[C@@H]1CN(C)C(=O)c2ccc(NC(=O)C3CC3)cc2OC[C@H](C)N(C(=O)c2ccccc2F)C[C@H]1C	0.1
51	COCC(=O)N(C)C[C@@H]1Oc2ncc(-c3ccc(F)cc3)cc2C(=O)N([C@H](C)CO)C[C@H]1C	1.1
52	Cc1cccc(-c2ccc([C@H]3[C@H](CO)N4CCCCN(Cc5cncnc5)C[C@@H]34)cc2)c1	1.6
53	COc1cccc(C(=O)Nc2ccc3c(c2)C(=O)N(C)C[C@H](OC)[C@@H](C)CN(CC2CC2)[C@H](C)CO3)c1	0.2
54	COc1ccc(C#Cc2ccc([C@H]3[C@@H](CO)N4C(=O)CN(C(=O)Nc5ccccc5F)C[C@H]34)cc2)cc1	-1.2
55	N#Cc1ccc(-c2ccc([C@H]3[C@@H](CO)N4C(=O)CN(C(=O)C5CCCCC5)C[C@@H]34)cc2)cc1	0.7
56	C[C@H]1CN([C@@H](C)CO)C(=O)c2cccc(NS(=O)(=O)c3ccc(Cl)cc3)c2O[C@@H]1CN(C)C(=O)Nc1ccc(F)cc1	0.8
57	CC(C)C#Cc1ccc([C@H]2[C@@H](CO)N3C(=O)CN(C(=O)NC4CCCC4)C[C@@H]23)cc1	0.8
58	COC(=O)[C@H]1[C@H](CO)[C@H]2Cn3c(ccc(-c4ccc(F)cc4)c3=O)[C@@H]1N2C(=O)c1ccccc1F	0.4
59	C[C@@H]1CN([C@@H](C)CO)C(=O)c2cccc(NC(=O)c3ccncc3)c2O[C@H]1CN(C)C	-0.7
60	COC(=O)C[C@H]1C=C[C@H](NC(=O)c2ccccc2)[C@@H](CO)O1	-0.1

# Random excerpt: 3 compounds from above
cpd	SMILES	TcdB GH inh
59	C[C@@H]1CN([C@@H](C)CO)C(=O)c2cccc(NC(=O)c3ccncc3)c2O[C@H]1CN(C)C	-0.7
60	COC(=O)C[C@H]1C=C[C@H](NC(=O)c2ccccc2)[C@@H](CO)O1	-0.1
54	COc1ccc(C#Cc2ccc([C@H]3[C@@H](CO)N4C(=O)CN(C(=O)Nc5ccccc5F)C[C@H]34)cc2)cc1	-1.2

# Next compounds.
cpd	SMILES	TcdB GH inh
61	C[C@H]1CN([C@@H](C)CO)C(=O)c2cc(N(C)C)ccc2O[C@H]1CN(C)S(C)(=O)=O	-26.1
62	OC[C@@H]1[C@H](c2ccc(-c3ccccc3)cc2)[C@H]2CN(Cc3ccccn3)CCCCN12	-10.1
63	Cc1ccc(-c2ccc([C@H]3[C@H](CO)N4C(=O)CN(C(=O)c5cccnc5)C[C@@H]34)cc2)cc1	-2.6
64	CCC(=O)N1C[C@@H](C)[C@H](OC)CN(C)C(=O)c2cc(NS(C)(=O)=O)ccc2OC[C@@H]1C	-0.7
65	C[C@H]1CN([C@@H](C)CO)C(=O)Cc2cc(NS(=O)(=O)c3ccc(F)cc3)ccc2O[C@H]1CN(C)CC1CCCCC1	-11.4
66	Cc1ccc(-c2ccc([C@@H]3[C@@H](CO)N4CCCCN(C(=O)Nc5cccc(F)c5)C[C@@H]34)cc2)cc1	0.5
67	C[C@H](CO)N1C[C@H](C)[C@H](CN(C)C(=O)Nc2cccc3ccccc23)OCCCC[C@H](C)Oc2ccc(NC(=O)NC3CCCCC3)cc2C1=O	-1.4
68	O=C(NCC[C@H]1CC[C@@H](NC(=O)c2ccccc2F)[C@@H](CO)O1)c1ccc2c(c1)OCO2	0.3
69	CO[C@H]1CN(C)C(=O)c2ccc(NS(=O)(=O)c3ccc(C)cc3)cc2OC[C@@H](C)N(C)C[C@H]1C	0.2
70	CC(=O)NC[C@H]1[C@@H](c2ccc(-c3ccccc3)cc2)[C@@H](CO)N1C(=O)C1CCC1	0.2
71	C[C@@H]1CN([C@H](C)CO)C(=O)c2cc(NC(=O)Cc3ccccc3)ccc2O[C@@H]1CN(C)Cc1ccc(Oc2ccccc2)cc1	0.2
72	COc1ccc2c3c([nH]c2c1)[C@H](CO)N(C)CC31CN(C(=O)NC(C)C)C1	0.0
73	CO[C@@H]1CN(C)C(=O)c2ccc(NC(=O)c3ccc(F)cc3)cc2OC[C@@H](C)N(C)C[C@H]1C	-0.3
74	C[C@H]1CN([C@@H](C)CO)C(=O)c2cccc(NC(=O)c3ccncc3)c2O[C@H]1CN(C)C	0.2
75	C[C@@H]1CCCCO[C@H](CN(C)C(=O)c2ccccc2)[C@@H](C)CN([C@@H](C)CO)C(=O)c2cc(NC(=O)c3ccccc3)ccc2O1	-0.9
76	C[C@H](CO)N1C[C@H](C)[C@@H](CN(C)C(=O)NC2CCCCC2)OCc2ccccc2-c2ccccc2C1=O	-0.7
77	Cc1noc(C)c1NC(=O)N(C)C[C@@H]1Oc2c(NC(=O)C3CCCCC3)cccc2C(=O)N([C@@H](C)CO)C[C@H]1C	0.6
78	C[C@@H]1CN([C@@H](C)CO)C(=O)Cc2cc(NS(=O)(=O)c3ccccc3)ccc2O[C@@H]1CN(C)Cc1ccc(Oc2ccccc2)cc1	-2.4
79	CS(=O)(=O)Nc1ccc2c(c1)[C@@H]1C[C@H](CC(=O)NCc3cccc(F)c3)O[C@@H](CO)[C@@H]1O2	0.8
80	O=C(NC[C@H]1CC[C@H]2[C@H](CN2C(=O)C2CCOCC2)O1)c1cccnc1	-0.5
81	O=C(NC[C@@H]1[C@H](c2ccccc2)[C@H](CO)N1CC1CCCC1)c1ccccc1	0.6
